TGFb inhibitor – inhibitors of TGF-b signaling; 410,000 tested, 1.2% active; AID 588855; Potency, µM (doses to about 46.1 µM), without a hit: top-dose activity, negative = inhibition, hits mostly inhibitors; HepG2 CAGA-GFP TGF-b/SMAD3 reporter, GFP fluorescence, 18 h; TGF-beta stimulated, 500 pg/mL final; also: potency is read from the fitted curve at half-maximal effect; % is scaled to controls: 0 for no effect and ±100 for the full control effect; nearly all actives have a fitted effect of over 65% in size
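Cell-based qHTS in HEPG2 carrying a CAGA-GFP Smad reporter; compounds added before 500 pg/mL final TGF-beta, 18 h incubation at 37 degrees C, GFP fluorescence quantified per cell by imaging cytometry.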
A549 viability – A549 cytotoxicity, counter-screen for Nrf2 inhibitors. A549 ARE-Fluc cells, CellTiter-Fluor viability, 18-24 h. Potency, µM (titrated, usually from 46 µM), for inactives: at the highest dose activity change, negative = cytotoxicity, hits mostly inhibitors. 390,000 tested, 0.16% active. AID 504648; also: potency is read from the fitted curve at half-maximal effect; % is scaled to controls: 0 for no effect and ±100 for the full control effect
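Cytotoxicity counterscreen: CellTiter-Fluor fluorescence was measured in A549 ARE_Fluc cells after 18-24 h of compound exposure in a concentration series. The subsequent BugLite luminescent read reports ARE-luciferase activity.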
Nrf2 block – inhibitors of Nrf2 signaling; A549 ARE-Fluc reporter, luciferase luminescence, 18-24 h; Potency, µM (titrated, usually from 46 µM), inactives show top-dose activity change, negative = inhibition, most hits filed as inhibitors; 360,000 tested, 2.1% active; also: potency is read from the fitted curve at half-maximal effect; % is scaled to controls: 0 for no effect and ±100 for the full control effect; nearly all actives have a fitted effect of over 60% in size
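A549 ARE_Fluc cells, 5000/well, 5% FBS OPTI-MEM; compounds in dose-response, 18-24 h at 37 °C/5% CO2; CellTiter-Fluor viability read (Ex 405/Em 525), then BugLite luciferase luminescence = Nrf2 activity.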
S2 tox – cell viability loss in ATXN counter-screen; S2 cells (HEK-293 line with an ATXN2-luciferase reporter) viability, CellTiter-Fluor protease fluorescence, 24 h; Potency, µM (titrated, usually from 56.7 µM), most hits filed as cytotoxic; 400,000 tested, 0.49% active; AID 651635; also: potency is read from the fitted curve at half-maximal effect; nearly all actives have a fitted effect of over 40% in size
MCF10A rereplic – inducers of DNA re-replication in MCF 10A breast cells; MCF 10A DNA re-replication, Hoechst nuclear intensity, 48 h; Potency, µM (series often up to 46.1 µM), without a hit: at the top dose activity, positive = re-replication, usual class: activators; 350,000 tested, 2.9% active; AID 624296; also: potency is read from the fitted curve at half-maximal effect; % of control where 0% means no effect; nearly all actives have a fitted effect of over 50% in size
IL1B secr inh – blocks inflammasome-driven IL-1 beta release; THP-1 LPS/ATP IL-1B secretion, AlphaLISA, 16 h; hits give low values; activity change, % at 57.5 µM; 360,000 tested, 4.7% active; in the data active = activity change below about -50%; inconclusive = mostly about -30% to -49%; also: % is scaled to controls: 0 for no effect and ±100 for the full control effect
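Secreted IL-1B measured by AlphaLISA bead assay after 16 h compound exposure of THP-1 cells; compounds (final up to 57.5 uM) added 1 h before LPS (250 ng/mL) and ATP (1.25 mM) stimulation; lower signal means less secretion.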
ATXN2 expr inh – reduces ATXN2 reporter expression in HEK-293 cells. HEK-293 ATXN2-luciferase reporter, luminescence, 24 h. Potency, µM (titrated, usually from 57 µM), without a hit: at the top dose activity change, negative = inhibition, hits mostly inhibitors. 360,000 tested, 0.72% active; also: potency is read from the fitted curve at half-maximal effect; % is scaled to controls: 0 for no effect and ±100 for the full control effect; nearly all actives have a fitted effect of over 55% in size
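qHTS (up to 57 uM final) was run with 24 h compound exposure of reporter cells at 37 °C. Each well was multiplexed: SteadyGlo luminescence measured ATXN2-luciferase expression after a fluorogenic Gly-Phe-AFC viability readout (25 uM final).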
HepG2 viability – kills HepG2 cells in TGF-b inhibitor counter-screen | AID 588856 | Potency, µM (highest dose often 46.1 µM), for inactives: top-dose activity change, negative = cytotoxicity, most hits filed as cytotoxic | HepG2 CAGA-GFP viability, ATP luminescence, 18 h | 410,000 tested, 0.76% active; also: potency is read from the fitted curve at half-maximal effect; some results filed as inactive show a strong effect at the top dose
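HepG2 CAGA-GFP cells (1000/well, DMEM with 1% FBS) received compound, then TGF-beta at 500 pg/mL final, and were incubated 18 hours at 37 degrees C. Viability was read by CellTiter-Glo luminescence. Media-only wells were set as complete cell-killing and DMSO as no toxicity.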
Nrf2 ARE act – activates Nrf2 signaling. 410,000 tested, 0.31% active. AREc32 ARE-luciferase reporter (MCF7-derived line), luminescence, 24 h. Potency, µM (top dose mostly 46.1 µM), for the others: at the top dose activation, actives largely listed as activators. AID 624171; also: potency is read from the fitted curve at half-maximal effect; % of control where 0% means no effect; nearly all actives have a fitted effect of over 65% in size
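AREc32 cells carrying an ARE-driven firefly luciferase reporter were seeded at 1000 cells/well in OPTI-MEM with 5% FBS, then exposed to compound for 24 hr at 37 deg C. Luminescence was read with Steady-Glo after 30 min at RT.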
* = called active by the depositor; i = inactive; ? = inconclusive; . = not tested or not shown; & = joins results of further samples; [ ] = another dose, or the depositor's remark. Unless noted, calls follow the shape of the dose curve; as a rule, active = well fitted curve in the direction sought with a large enough effect; inconclusive = small, poorly fitted or top-dose-only effect, or another doubt; inactive = no such curve, though single readings can be large; an effect the other way counts as inactive or inconclusive.

compound	TGFb inhibitor	A549 viability	Nrf2 block	S2 tox	MCF10A rereplic	IL1B secr inh	ATXN2 expr inh	HepG2 viability	Nrf2 ARE act
Cc1ccc(NC(=O)CN2C(=O)NC(C)(c3ccc4c(c3)OCO4)C2=O)cc1 (stereo unspecified)	-4%	1%	0%	i	0%	?	3%	-19%	2.2%
CCOC(=O)CN(c1cccc(C(C)=O)c1)S(C)(=O)=O	-2%	1%	11%	i	12%	-8	-1%	-36%	0.4%
O=C(c1cccnc1)C1Cc2ccccc2C1=O (stereo unspecified)	16%	-1%	9%	i	2%	40	.	-2%	-0.6%
CC(C/C=N/NC(=O)COc1cc(Cl)ccc1Cl)c1ccccc1 (stereo unspecified)	-1%	1%	7%	i	?	-7	-10%	-16%	-0.2%
O=c1ccc(-c2ccccc2)nn1Cc1ccc(F)cc1Cl	?	-1%&-5%	2%&-17%	?	10%	?	-36%&-25%	-37%&-54%	-0.8%&4.4%
CC(=O)Nc1cccc(C(=O)OC(C)C(=O)NC2CCCc3ccccc32)c1 (stereo unspecified)	-27%	-2%	-18%	i	2%	i	7%	0%	-0.2%
CC(C)=C1SC(N2CCN(c3cccc(Cl)c3)CC2)=NC1=O	?	2%	?	i	2%	-59*	-4%	-8%	0.2%
CCc1ccc(OCc2nnc(SCC(=O)NC3CCCCC3)o2)cc1	7%	1%	-9%	i	-6%	35	-2%	-6%	0.2%
Cc1ccc(NC(=O)C(=O)NCC(c2cccnc2)N2CCOCC2)cc1C (stereo unspecified)	-1%	?	?	i	.	.	2%	-5%	-0.1%
Cc1cccc(N(C(=O)Cn2nnc(-c3ccccc3F)n2)C(C(=O)NC(C)(C)C)c2ccncc2)c1 (stereo unspecified)	18%	0%	-1%	i	8%	34	-17%	-5%	-0.3%
C=CCN(CC(=O)NCc1ccccc1)C(=O)c1csnn1	-21%	.	12%	i	-5%	0	4%	2%	-0.3%
O=C(NCc1ccccc1)C1CCCN(S(=O)(=O)c2ccc(Br)cc2)C1 (stereo unspecified)	1%	-2%	?	i	-3%	i	-12%	0%	0.3%
NC1=NC(=O)/C(=C/c2cn(CCC(=O)O)nc2-c2ccc(Cl)cc2)S1	-9%	9%	13%	i	13%	0	-9%	-8%	1.1%
CN(Cc1cnn(Cc2ccccc2)c1)C(=O)c1cccc(S(=O)(=O)N2CCOCC2)c1	-15%	-5%	-11%	?	?	54	-11%	-1%	-0.1%
COCCNCC(O)CON=C1c2ccccc2-c2ccccc21 (stereo unspecified)	-2%	8%	-20%	i	-4%	-77*	-26%	0%	2.8%
Cc1ccc2[nH]c(C)c(CCN(Cc3cccnc3)C(=S)NC(C)(C)C)c2c1	-21%	-9%	?	i	-4%	-10	2%	-29%	0.1%
CCOC(=O)C1=C(CC)OC(N)=C(C#N)C1c1ccc(OC)cc1OC (stereo unspecified)	0%	-2%	2%	i	3%	2	0%	7%	-0.4%
COc1ccccc1NC(=O)CN1CCN(C(=O)c2ccco2)CC1	-3%	-1%	-1%	i	2%	-1	-7%	-34%	-0.1%
COc1ccc(OCc2nnc(SC3CCOC3=O)n2-c2ccccc2)cc1 (stereo unspecified)	-5%	?	2%	i	3%	38	-11%	-1%	0.1%
CN(C)NC(=S)NC1(C)CCS(=O)(=O)C1 (stereo unspecified)	0%	-7%	-13%	i	0%	16	8%	7%	-0.2%
CC(C)OC(=O)c1c(F)c(F)c(N2CCOCC2)c(F)c1F	-1%	10%	34%	i	3.3µM*	-27	-8%	5%	-0.7%
C=CCOc1ccc(CNc2ccc(NC(=O)CCC)cc2)cc1OCC	-7%	-10%	-15%	i	7%	-12	-4%	5%	0.2%
COc1cccc(C(=O)NCCS(=O)(=O)N2CCN(C(=O)c3ccco3)CC2)c1	24%	3%	1%	i	14%	18	0%	-22%	-0.7%
COc1ccccc1-n1cnc2cc(C(=O)NCC3CCCO3)ccc21 (stereo unspecified)	-23%	-9%	0%	i	-1%	-10	0%	-2%	-0.7%
NC1=NC[C@@H](Cc2ccc(O)cc2)N1CCc1cccc2ccccc12	2%	-7%	16%	i	-7%	-5	0%	-3%	3.7%
CCCCOc1ccc(Cc2n[nH]c(=S)n2N)cc1	20%	0%	-23%	i	7%	-5	-5%	10%	0.0%
Cc1cccc(C(=O)Nc2ccc3c(c2)C(=O)NC3=O)c1	1%	-1%	11%	i	-3%	-5	2%	-19%	6.7%
COc1ccc2[nH]c(C(=O)O)c(CCNC(=O)/C=C/c3ccc(O)c(OC)c3)c2c1	0%	1%	3%	i	-3%	2	9%	0%	-1.0%
N#CCOC(=O)c1c2c(nc3ccccc13)CCC2	-5%	10%	-10%	i	7%	45	-29%	-15%	1.7%
CCC1=Nc2cc(C(=O)O)ccc2Sc2ccc(Cl)cc21	5%	1%	-1%	i	15%	0	-5%	-15%	0.1%

Compound profiles, from the list above.
Profile of COc1ccc2[nH]c(C(=O)O)c(CCNC(=O)/C=C/c3ccc(O)c(OC)c3)c2c1 : TGFb inhibitor = 0%; A549 viability = 1%; Nrf2 block = 3%; S2 tox = i; MCF10A rereplic = -3%; IL1B secr inh = 2; ATXN2 expr inh = 9%; HepG2 viability = 0%; Nrf2 ARE act = -1.0%
Profile of COc1ccccc1-n1cnc2cc(C(=O)NCC3CCCO3)ccc21 (stereo unspecified) : TGFb inhibitor = -23%; A549 viability = -9%; Nrf2 block = 0%; S2 tox = i; MCF10A rereplic = -1%; IL1B secr inh = -10; ATXN2 expr inh = 0%; HepG2 viability = -2%; Nrf2 ARE act = -0.7%

New compounds follow:
compound	TGFb inhibitor	A549 viability	Nrf2 block	S2 tox	MCF10A rereplic	IL1B secr inh	ATXN2 expr inh	HepG2 viability	Nrf2 ARE act
COc1ccc(-c2nc(C)c(CCNC(=O)c3c(F)cccc3F)s2)cc1	10%	-2%	.	?	.	.	-5%	-21%	5.8%
CCOC(=O)c1cc2c(ccn2C)n1CC(=O)N1CCN(c2ccccc2)CC1	3%	1%	6%	i	?	9	0%	4%	0.4%
CCCCN1C(=O)CC(Sc2ncccc2C(=O)O)C1=O (stereo unspecified)	-1%	6%	22%	i	-1%	0	2%	-5%	-0.5%
Cc1ccc(NC(=O)OCc2cn(-c3ccc(Cl)cc3)nn2)cc1	-11%	5%	-8%	i	21%	31	1%	-11%	0.1%
CCCCc1ccc(NC(=S)Nc2cccnc2)cc1	2%	0%	8%	i	2%	14	20%	-5%	0.3%
O=C(CSc1ncnc2ccccc12)Nc1ccc2c(c1)OCO2	-1%	-2%	-37%	i	?	-65*	2%	-9%	5.4%
CNc1nc(Cl)c(SC)c(NCc2ccc(F)cc2)n1	-6%	9%	0%	i	29%	0	4%	-4%	-0.1%
CCCCn1c2nc3ccccc3nc2c2c(=O)n(CC(C)C)cnc21	0%	1%	-12%	i	1%	-9	-1%	-2%	0.1%
O=C(NC(c1ccc(Cl)cc1)c1cnccn1)C1CCN(CCOc2ccc(F)cc2)CC1 (stereo unspecified)	-2%	.	.	i	.	?	-14%	-37%	-0.2%[9.22 µM]
CCC1CN(C(=O)N2CCC(C(=O)NCCN(CC)CC)CC2)c2ccccc2O1 (stereo unspecified)	0%	-5%	-7%	.	.	.	.	-7%	-0.8%
CCNc1nc(CC)nc2c1oc1ccccc12	-11%	0%	.	i	13%	-2	1%	2%	0.4%
CCOc1ccc(C(=O)N2CCc3cc(OC)c(OC)cc3C2)cc1OCC	12%	-10%	-20%	?	1%	-3	-18%	-24%	-0.4%
O=C(Cc1ccc(Cl)cc1)Nc1cccc(-c2nnc(-c3ccco3)o2)c1	25%	9%	?	i	14%	29	-29%	5%	0.2%
c1ccc(N2CCN(c3nnc(Cc4cccnc4)c4ccccc34)CC2)nc1	-9%	-1%	?	i	?	?	-8%	-37%	0.1%
c1ccc(CN=C2NN=C(c3cc4ccccc4o3)CS2)cc1	-10%	3%	9%	i	?	13	5%	6%	1.6%
COc1ccc(OC)c(C(=O)Nc2c(O)ccc3ccccc23)c1	-3%	2%	5%	i	0%	?	10%	-3%	?
CN1CCN(C(=O)c2cc(COc3ccccc3)on2)[C@@H](c2ccccc2)C1	0%	2%	?	i	1%	-20	63%[activator]	2%	0.9%
CC1=C(C)C(OCCCl)N(c2cc(O)c(Cl)cc2F)C1=O (stereo unspecified)	1%	-2%	10%	i	5%	37	-10%	-1%	-0.4%
CN(C(=O)CSc1nc2ccc(Br)cc2c(=O)n1Cc1ccco1)C1CCS(=O)(=O)C1 (stereo unspecified)	-14%	-2%	?	i	?	12	-16%	-6%	0.4%
CC1SCC(=O)N(CC(=O)Nc2ccc3c(c2)OCO3)C1=O (stereo unspecified)	2%	3%	0%	i	-2%	-7	.	-5%	0.5%
CCOC(=O)C1=C(COC(=O)CNC(=O)c2cccc(C)c2)NC(=O)NC1C (stereo unspecified)	0%	-5%	16%	i	0%	22	4%	-17%	0.0%
Clc1ccccc1/C=C/C=N/Nc1nc(N2CCOCC2)nc(N2CCOCC2)n1	9%	4%	-12%	i	?	-16	-21%	-22%	9.3%
O=C(NCCCN1CCOCC1)C(=O)N/N=C/c1ccccc1	-7%	2%	2%	i	12%	19	-3%	1%	-0.6%

Assay outcomes from PubChem BioAssay.

An unsorted share of the library. Share with any hit: about 8.8%.
